Compound activity deposited in PubChem BioAssay by several laboratories.
E coli Lon inh – inhibitors of E. coli Lon protease, primary screen, biochemical, fluorescence polarization; P0A9M0; purified E. coli Lon protease; inhibition, % at 7.94 µM; hit rate 0.42% among 360,000; AID 602123, 2011; in the data active = inhibition above about 13%, passing the limit was not always enough;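 note: 0% = enzyme with probe and DMSO and 100% = no enzyme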
Target sequence (P0A9M0 whole entry, looked up): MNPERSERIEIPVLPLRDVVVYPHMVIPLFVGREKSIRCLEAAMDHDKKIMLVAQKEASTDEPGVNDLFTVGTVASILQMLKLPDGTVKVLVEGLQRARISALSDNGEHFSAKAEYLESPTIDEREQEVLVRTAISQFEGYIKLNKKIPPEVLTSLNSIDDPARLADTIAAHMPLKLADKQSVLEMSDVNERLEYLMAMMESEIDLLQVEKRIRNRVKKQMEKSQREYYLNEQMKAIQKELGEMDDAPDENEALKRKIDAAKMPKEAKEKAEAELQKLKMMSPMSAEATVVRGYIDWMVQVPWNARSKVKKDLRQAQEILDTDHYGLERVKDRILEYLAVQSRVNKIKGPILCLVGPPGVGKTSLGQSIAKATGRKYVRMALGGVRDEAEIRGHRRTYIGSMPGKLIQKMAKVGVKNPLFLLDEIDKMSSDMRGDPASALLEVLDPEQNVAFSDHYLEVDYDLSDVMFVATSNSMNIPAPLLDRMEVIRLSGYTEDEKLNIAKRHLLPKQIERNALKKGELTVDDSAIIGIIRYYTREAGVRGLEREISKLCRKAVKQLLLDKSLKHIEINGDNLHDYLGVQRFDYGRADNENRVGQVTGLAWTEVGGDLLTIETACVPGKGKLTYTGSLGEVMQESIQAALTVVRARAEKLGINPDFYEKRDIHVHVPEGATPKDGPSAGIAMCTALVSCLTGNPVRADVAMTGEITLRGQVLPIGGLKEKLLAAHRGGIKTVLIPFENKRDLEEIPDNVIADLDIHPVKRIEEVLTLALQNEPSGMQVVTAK
Neddyl block – inhibitors of cullin neddylation, primary screen, biochemical, TR-FRET, uHTS, NAE and Ubc12; NEDD8-conjugating enzyme Ubc12 (Homo sapiens) + NEDD8-activating enzyme E1 regulatory …; calls only at 25 µM; hit rate 0.58% among 360,000; in the data active = inhibition above about 36%
Tb MetRS inh – T. brucei MetRS inhibitors, primary screen, biochemical, luminescence. AID 624268, 2012. methionyl-tRNA synthetase (Trypanosoma brucei brucei). inhibition, % at 11.9 µM. hit rate 0.4% among 360,000. purified T. brucei MetRS, ATP depletion, Kinase-Glo luminescence;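 active = inhibition above a per-plate cutoff of the control wells' mean inhibition plus 3 SD, cut at about 5.5% in these data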;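 note: 0% = DMSO wells median and 100% = median of wells with control inhibitor compound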
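Material: T. brucei methionyl-tRNA synthetase, purified; reagent: substrates ATP, L-methionine and bulk Escherichia coli tRNA; dosing: 11.9 µM single point; timing: 15 min plus 2 h at 25 °C; detection: luminescence of leftover ATP; evaluation: % inhibition; control set: DMSO-only wells as low control; replicates: singlicate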
MLLE-PAM2 inh – inhibitors of PABP1 MLLE–PAM2 peptide binding, primary screen, biochemical, fluorescence polarization, FITC-PAM2, GST-MLLE | Polyadenylate-binding protein 1 (Homo sapiens), P11940 | inhibition, % at 20 µM | hit rate 0.36% among 360,000 | AID 588489, 2011; in the data active = inhibition above about 35%, passing the limit was not always enough;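 note: plate controls were DMSO wells with GST-MLLE for no effect and wells lacking GST-MLLE protein for full effect; some results filed as inactive read as strong as hits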
FAS TE block – FAS thioesterase domain inhibitors, primary screen, biochemical, fluorescence intensity, uHTS | Fatty acid synthase (Homo sapiens), P49327 | hit rate 0.67% among 360,000 | inhibition, % at 15 µM | AID 602261, 2012 | recombinant FAS-TE, OMFH fluorogenic substrate, fluorescence endpoint;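 active = compounds whose normalised, plate-corrected inhibition of enzyme fluorescence in the single-dose primary screen is 50% or more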;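 note: 0% = DMSO with enzyme and 100% = substrate without enzyme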
CSN inh – inhibitors of CSN-mediated cullin deneddylation, primary screen, biochemical, fluorescence polarization, uHTS; inhibition, % at 12.5 µM; Purified CSN, SCF-Nedd8-OG deneddylation; COP9 signalosome complex subunit 5 (Homo sapiens), Q92905; hit rate 0.38% among 360,000;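 active = pattern-corrected inhibition above about 35%, with an unprinted fluorescence ratio check between 0.5 and 1.5, limit read from the data, passing the limit was not always enough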;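 note: 0% = enzyme with substrate and 100% = substrate without enzyme; some results filed as inactive read as strong as hits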
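Test system: Human Csn5 produced in HEK293T cells | Compound: 12.5 µM single point | Times: 90 min, room temperature | Signal: Fluorescence polarization readout | Read-out basis: % inhibition of substrate cleavage by Csn5 | Controls: no-enzyme wells high, enzyme-with-substrate wells low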
Rin1-Abl PPI inh – inhibitors of Rin1-Abl protein binding, primary screen, biochemical, TR-FRET; Tyrosine-protein kinase ABL1 (Homo sapiens) + Ras and Rab interactor 1 (Homo sapiens), …; inhibition, % at 7.35 µM; hit rate 0.4% among 360,000; in the data active = inhibition above about 5%, passing the limit was not always enough
MsrA inh – bovine MsrA enzyme inhibitors, primary screen, biochemical, absorbance, HTS. Methionine sulfoxide reductase A (Bos taurus). inhibition, % at 15.5 µM. AID 651718, 2012. hit rate 0.75% among 360,000. purified bovine MsrA, absorbance read-out; in the data active = inhibition above about 4.5%;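 note: 0% = vehicle wells with enzyme and 100% = reference inhibitor wells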
MsrA act – bovine MsrA enzyme activators, primary screen, biochemical, absorbance, HTS; Methionine sulfoxide reductase A (Bos taurus); purified bovine MsrA, absorbance read-out; activation, % at 10.6 µM; hit rate 0.3% among 360,000; in the data active = activation above about 7.5%;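 note: 0% = vehicle and 100% = reference activator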
Numbers without * were called inactive.

Screening Cc1occc1C(=O)N/N=C/c1sc(N2CCOCC2)nc1-c1ccccc1 returned E coli Lon inh 4, Neddyl block inactive, Tb MetRS inh -0.4, MLLE-PAM2 inh -9, FAS TE block -6, CSN inh -15, Rin1-Abl PPI inh 3, MsrA inh 1.7 and MsrA act -10.
`c1ccc(-c2csc(Nc3ccc4c(c3)OCO4)n2)cc1` gave E coli Lon inh 4, Neddyl block inactive, Tb MetRS inh -0.1, MLLE-PAM2 inh 3, FAS TE block 22, CSN inh -7, Rin1-Abl PPI inh 2, MsrA inh -0.2 and MsrA act 2.
Screening Cc1nonc1CC(=O)NC1CC(C)(C)Cc2c1cnn2-c1ccc(F)cc1 (configuration not stated) returned E coli Lon inh -12, Neddyl block inactive, Tb MetRS inh -0.2, MLLE-PAM2 inh 6, FAS TE block -1, CSN inh 7, Rin1-Abl PPI inh 5, MsrA inh 0.6 and MsrA act -3.
Screening O=C(N/N=C/c1c[nH]c2ccc(Br)cc12)c1ccncc1 returned E coli Lon inh -10, Neddyl block inactive, Tb MetRS inh 0.4, MLLE-PAM2 inh -3, FAS TE block -2, CSN inh -13, Rin1-Abl PPI inh 1, MsrA inh 3.1 and MsrA act -15.
For CCOc1ccc(CC(=O)NC2CCN(Cc3ccccc3)CC2)cc1 the results were E coli Lon inh -5, Neddyl block inactive, Tb MetRS inh -0.4, MLLE-PAM2 inh -5, FAS TE block -4, CSN inh -3, Rin1-Abl PPI inh 2, MsrA inh -0.3 and MsrA act 0.
`CCOc1ccc(OCC)c(NC(=O)CCNS(=O)(=O)c2cc(Br)cnc2N)c1` gave E coli Lon inh -2, Neddyl block inactive, Tb MetRS inh 1.3, MLLE-PAM2 inh -12, FAS TE block -2, CSN inh -2, Rin1-Abl PPI inh 2, MsrA inh 0.2 and MsrA act -4.
Screening COC(=O)c1ccc(COc2ccc(C)c(C)c2)o1 returned E coli Lon inh -9, Neddyl block inactive, Tb MetRS inh 0.4, MLLE-PAM2 inh -14, FAS TE block 3, CSN inh -2, Rin1-Abl PPI inh 2, MsrA inh 0.2 and MsrA act 1.
O=C(c1ccccc1)N1CCC(c2nc(-c3ccc(S(=O)(=O)NCC4CCCO4)cc3)no2)CC1 (configuration not stated) was read as E coli Lon inh 7, Neddyl block inactive, Tb MetRS inh -0.4, MLLE-PAM2 inh -6, FAS TE block -5, CSN inh -1, Rin1-Abl PPI inh -1, MsrA inh -0.2 and MsrA act 0.
Screening CC(C)[C@H](NC(=O)OCc1ccccc1)C(=O)OCC(=O)NC1(C#N)CCCC1 returned E coli Lon inh 6, Neddyl block inactive, Tb MetRS inh 0.0, MLLE-PAM2 inh -11, FAS TE block -3, CSN inh 2, Rin1-Abl PPI inh -5, MsrA inh 0.6 and MsrA act -3.
Screening CCOC(=O)c1sc(-c2ccccc2)cc1NC(=O)CSc1nnnn1C returned E coli Lon inh 0, Neddyl block inactive, Tb MetRS inh 0.1, MLLE-PAM2 inh -5, FAS TE block 24, CSN inh 0, Rin1-Abl PPI inh 2, MsrA inh 1.0 and MsrA act -1.
Screening COc1ccc(NC(=O)/C=C/C(=O)O)c([N+](=O)[O-])c1 returned E coli Lon inh 5, Neddyl block inactive, Tb MetRS inh -0.8, MLLE-PAM2 inh 8, FAS TE block -5, CSN inh 1, Rin1-Abl PPI inh -12, MsrA inh 0.7 and MsrA act -3.
NC(=O)c1cc(-c2ccccc2)sc1NC(=O)CN1CCCCC1 was read as E coli Lon inh 6, Neddyl block inactive, Tb MetRS inh -0.4, MLLE-PAM2 inh 9, FAS TE block 41, CSN inh 0, Rin1-Abl PPI inh -4, MsrA inh -0.5 and MsrA act 1.
`Cc1cc(C)c2oc(C(=O)N(Cc3ccccc3)c3ccccn3)cc(=O)c2c1` gave E coli Lon inh 2, Neddyl block inactive, Tb MetRS inh -0.7, MLLE-PAM2 inh 1, FAS TE block 45, CSN inh -3, Rin1-Abl PPI inh 0, MsrA inh -0.5 and MsrA act 1.
`CCOC(=O)C1CCN(C/C=C/c2ccccc2[N+](=O)[O-])CC1` gave E coli Lon inh 0, Neddyl block inactive, Tb MetRS inh -1.2, MLLE-PAM2 inh -7, FAS TE block -3, CSN inh -3, Rin1-Abl PPI inh 4, MsrA inh -0.1 and MsrA act -14.
`CCOc1ccc(N2CC(C(=O)NCCc3c[nH]c4ccc(C)cc34)CC2=O)cc1` (configuration not stated) gave E coli Lon inh -8, Neddyl block inactive, Tb MetRS inh -0.5, MLLE-PAM2 inh -18, FAS TE block -1, CSN inh -2, Rin1-Abl PPI inh 3, MsrA inh 0.4 and MsrA act -2.
For Cc1nc([N+](=O)[O-])cn1Cc1cccc2ccccc12 the results were E coli Lon inh -6, Neddyl block inactive, Tb MetRS inh -0.4, MLLE-PAM2 inh 2, FAS TE block 6, CSN inh -3, Rin1-Abl PPI inh 3, MsrA inh -0.1 and MsrA act -3.
`COc1ccc(CC(=O)N(Cc2cc3cc(OC)ccc3[nH]c2=O)C(C)C)cc1` gave E coli Lon inh -15, Neddyl block inactive, Tb MetRS inh -1.1, MLLE-PAM2 inh 13, FAS TE block -3, CSN inh -3, Rin1-Abl PPI inh 4, MsrA inh 1.1 and MsrA act -3.
Screening O=C(O)CCCC(=O)NCCc1ccncc1 returned E coli Lon inh -5, Neddyl block inactive, Tb MetRS inh -0.6, MLLE-PAM2 inh 7, FAS TE block -8, CSN inh -2, Rin1-Abl PPI inh -2, MsrA inh -0.1 and MsrA act -9.
Cc1cc(C)c(S(=O)(=O)c2ccccc2C)c(N(C)C)n1 was read as E coli Lon inh -5, Neddyl block inactive, Tb MetRS inh -1.7, MLLE-PAM2 inh -3, FAS TE block 4, CSN inh 5, Rin1-Abl PPI inh 0, MsrA inh 1.0 and MsrA act -1.
Screening O=C(c1nc2n(n1)C(c1ccc(Cl)cc1)C=C(c1ccccc1)N2)N1CCOCC1 (configuration not stated) returned E coli Lon inh 12, Tb MetRS inh 0.4, MLLE-PAM2 inh 60, FAS TE block 3, CSN inh -5, Rin1-Abl PPI inh -3, MsrA inh 1.7 and MsrA act -5.

The final two compounds of the section before are carried over, then new ones follow:
Cc1cc(C)c(S(=O)(=O)c2ccccc2C)c(N(C)C)n1 was read as E coli Lon inh -5, Neddyl block inactive, Tb MetRS inh -1.7, MLLE-PAM2 inh -3, FAS TE block 4, CSN inh 5, Rin1-Abl PPI inh 0, MsrA inh 1.0 and MsrA act -1.
Screening O=C(c1nc2n(n1)C(c1ccc(Cl)cc1)C=C(c1ccccc1)N2)N1CCOCC1 (configuration not stated) returned E coli Lon inh 12, Tb MetRS inh 0.4, MLLE-PAM2 inh 60, FAS TE block 3, CSN inh -5, Rin1-Abl PPI inh -3, MsrA inh 1.7 and MsrA act -5.
`Cc1cccc(NS(=O)(=O)c2c(C(=O)N3CCCC3)c(C)n(C)c2C)c1` gave E coli Lon inh 8, Neddyl block inactive, Tb MetRS inh -0.8, MLLE-PAM2 inh 5, FAS TE block -6, CSN inh 3, Rin1-Abl PPI inh 3, MsrA inh 0.1 and MsrA act -12.
Screening COc1cc(S(=O)(=O)N2CCN(Cc3ccc4c(c3)OCO4)CC2)c(C)cc1C returned E coli Lon inh 0, Neddyl block inactive, Tb MetRS inh -0.4, MLLE-PAM2 inh -33, FAS TE block 21, CSN inh 0, Rin1-Abl PPI inh -2, MsrA inh 1.2 and MsrA act -1.
Screening O=C(CCn1c(=O)c2ccccc2n(CC(=O)NCCC2=CCCCC2)c1=O)NCc1ccco1 returned E coli Lon inh 1, Neddyl block inactive, Tb MetRS inh -1.1, MLLE-PAM2 inh -4, FAS TE block -1, CSN inh 3, Rin1-Abl PPI inh 0, MsrA inh -0.6 and MsrA act -4.
`CN(C)C(CNC(=O)c1cccc(S(=O)(=O)NCc2ccccc2)c1)c1ccccc1` (configuration not stated) gave E coli Lon inh -6, Neddyl block inactive, Tb MetRS inh -0.1, MLLE-PAM2 inh -6, FAS TE block -4, CSN inh -3, Rin1-Abl PPI inh 6, MsrA inh 0.2 and MsrA act -1.
N#C/C(=C\c1ccc(C(=O)O)cc1)c1ccccn1 was read as E coli Lon inh 2, Neddyl block inactive, Tb MetRS inh 0.2, MLLE-PAM2 inh -4, FAS TE block -6, CSN inh 3, Rin1-Abl PPI inh 2, MsrA inh 4.3 and MsrA act -2.
NC(=O)NC(=O)CC1S/C(=N/N=C2\CSC(=O)N2)NC1=O (configuration not stated) was read as E coli Lon inh 10, Neddyl block inactive, Tb MetRS inh -0.6, MLLE-PAM2 inh 43*, FAS TE block -2, CSN inh 2, Rin1-Abl PPI inh 1, MsrA inh 0.9 and MsrA act -9.
For CCC(Cc1ccccc1)OC(=O)c1ccccc1C(=O)O (configuration not stated) the results were E coli Lon inh 4, Neddyl block inactive, Tb MetRS inh -0.1, MLLE-PAM2 inh -10, FAS TE block -7, CSN inh -2, Rin1-Abl PPI inh 0, MsrA inh -0.6 and MsrA act -4.
`Cc1cc(O)c(C(C[N+](=O)[O-])c2ccc(Cl)cc2Cl)c(=O)o1` (configuration not stated) gave E coli Lon inh -12, Neddyl block inactive, Tb MetRS inh -1.4, MLLE-PAM2 inh -79, FAS TE block -6, CSN inh 7, Rin1-Abl PPI inh 3 and MsrA act -10.
O=C(/C=C/c1ncc(C(F)(F)F)cc1Cl)OCc1ccccc1 was read as E coli Lon inh -5, Neddyl block inactive, Tb MetRS inh -0.1, MLLE-PAM2 inh -6, FAS TE block 6, CSN inh 3, Rin1-Abl PPI inh 2, MsrA inh -0.1 and MsrA act -1.
For Cc1ccccc1Cn1c(=N)n(CC(O)c2ccco2)c2ccccc21 (configuration not stated) the results were E coli Lon inh -5, Neddyl block inactive, Tb MetRS inh -0.3, MLLE-PAM2 inh -6, FAS TE block -5, CSN inh -2, Rin1-Abl PPI inh 2, MsrA inh -0.4 and MsrA act 2.
Screening O=S(Cc1ccccc1)c1ccccc1 (configuration not stated) returned E coli Lon inh 0, Neddyl block inactive, Tb MetRS inh 0.0, MLLE-PAM2 inh -12, FAS TE block 0, CSN inh 2, Rin1-Abl PPI inh 1, MsrA inh 0.0 and MsrA act -1.
O=S(=O)(c1ccccc1)[C@@]1(c2ccccc2)C[C@@H]2ON=C(c3cccc(-c4ccccc4)c3)[C@@H]2C1 was read as E coli Lon inh 0, Neddyl block inactive, Tb MetRS inh 0.0, MLLE-PAM2 inh -5, FAS TE block 38, CSN inh -3, Rin1-Abl PPI inh 2, MsrA inh -0.4 and MsrA act -2.
For C/C(=N\NC(=O)c1cc(-c2ccccn2)nc2ccccc12)c1cccc([N+](=O)[O-])c1 the results were E coli Lon inh 7, Neddyl block inactive, Tb MetRS inh -1.4, MLLE-PAM2 inh 6, FAS TE block 30, CSN inh -7, Rin1-Abl PPI inh 2, MsrA inh 0.1 and MsrA act -14.
